HEK293 tox: cytotoxicity counter-screen for GLP-1 receptor inverse agonists; HEK293 cAMP-luciferase reporter cells, luminescence, 24 h; Potency, µM (top dose mostly 38.3 µM), without a hit: at the top dose activity change, negative = inhibition, usual class: inhibitors; 410,000 tested, 0.13% active;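 note: loss of luciferase light is scored as toxicity; % is set by controls: 0 for no effect and ±100 for the full control effect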
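Compound-treated cells are incubated 24 hr at 37 deg C under 5% CO2 after a 12 hour attachment period, then luciferase detection reagent is added and luminescence is measured following 12 min at room temperature; lowered signal indicates toxicity.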
TDP43 rescue: TDP-43 toxicity inhibition in yeast; TDP-43 expressing yeast growth rescue, BacTiter-Glo, 24 h; AID 652104; Potency, µM (highest dose often 46.1 µM), for the others: top-dose growth rescue (activation), actives largely listed as activators; 410,000 tested, 1.8% active; note: % of control where 0% means no effect; nearly all actives have a fitted effect of over 50% in size
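Galactose-induced TDP-43 yeast, OD600=0.02, compound pinned; 24 hr, 30 deg C; BacTiter-Glo luminescence for growth. Inhibitors of TDP-43 toxicity read as activators.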
KB-3-1 cytotox: kills parental KB-3-1 adenocarcinoma cells | KB-3-1 viability, CellTiter-Glo ATP luminescence, 72 h | Potency, µM (titrated, usually from 46.1 µM), without a hit: at the top dose activity change, negative = cytotoxic, usual class: cytotoxic | 400,000 tested, 1.4% active | AID 1347075; note: % is set by controls: 0 for no effect and ±100 for the full control effect; nearly all actives have a fitted effect of over 60% in size
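Luminescent ATP read-out (CellTiter-Glo) measures survival of drug-naive KB-3-1 cells after 72 h compound exposure at 37 °C. Titration series was screened from lowest to highest concentration, with DMSO vehicle plates as background controls.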
KB-V1 MDR tox: kills drug-selected multidrug resistant KB-V1 cells; KB-V1 MDR cells viability, CellTiter-Glo, 72 h; AID 1347076; 400,000 tested, 3.4% active; Potency, µM (highest dose often 46.1 µM), for the others: top-dose activity change, negative = cytotoxicity, most hits filed as cytotoxic; note: % is set by controls: 0 for no effect and ±100 for the full control effect; nearly all actives have a fitted effect of over 60% in size
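Drug-selected KB-V1 cells, grown in DMEM lacking phenol red with 10% FBS, receive compound titrations; after three days at 37 degrees C, surviving cell ATP is quantified by CellTiter-Glo luminescence and responses normalized and curve-fitted.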
SW480 rereplic: DNA re-replication induction in SW480 cells. SW480 DNA re-replication, Hoechst DNA content imaging, 48 h. Potency, µM (highest dose often 46.1 µM), for inactives: at the highest dose re-replication activation, most hits filed as activators. 340,000 tested, 1.8% active; note: % of control where 0% means no effect; nearly all actives have a fitted effect of over 55% in size
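Treated cells incubate 48 hr (37 C, 5% CO2), are stained 40 min with Hoechst, and nuclear fluorescence is enumerated; a rise in nuclei with high DNA signal marks re-replication.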
GLP1R ag: GLP-1 receptor (human) agonism; P43220; HEK293 GLP-1R CRE-luciferase, luminescence, 4-6 h; cells express a hypersensitive GLP-1R form; Potency, µM (titrated, usually from 45.6 µM), for the others: at the highest dose activation, actives largely listed as activators; 380,000 tested, 0.007% active; note: % of control where 0% means no effect
Target sequence (P43220 whole entry, looked up): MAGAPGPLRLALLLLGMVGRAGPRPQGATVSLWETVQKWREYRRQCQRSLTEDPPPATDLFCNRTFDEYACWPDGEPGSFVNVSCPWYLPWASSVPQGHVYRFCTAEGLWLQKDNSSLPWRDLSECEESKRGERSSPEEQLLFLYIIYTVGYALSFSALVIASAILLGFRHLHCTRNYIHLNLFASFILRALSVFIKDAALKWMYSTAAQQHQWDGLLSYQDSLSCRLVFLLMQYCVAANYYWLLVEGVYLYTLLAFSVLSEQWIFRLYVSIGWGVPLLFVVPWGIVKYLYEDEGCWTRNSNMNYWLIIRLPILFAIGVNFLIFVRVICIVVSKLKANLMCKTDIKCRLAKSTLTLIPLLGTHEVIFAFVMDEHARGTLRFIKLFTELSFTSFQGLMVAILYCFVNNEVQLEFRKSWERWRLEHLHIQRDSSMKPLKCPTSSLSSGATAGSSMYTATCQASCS
HT1080 IDH1KD tx: HT-1080 IDH1 knockdown cell toxicity (counter line); Potency, µM (doses to about 46.1 µM), for the others: at the highest dose activity, negative = toxicity, most hits filed as cytotoxic; 360,000 tested, 2% active; HT-1080 IDH1 knockdown viability, ATP luminescence, 48 h; AID 686971;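 note: 0% = DMSO wells and -100% = cell-free medium wells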
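Cytotoxicity counter-line: IDH1KD HT-1080, 48 h, CellTiter-Glo. Curves classed by r2, magnitude and activity.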
HT1080NT lethal: kills 2HG-producing HT-1080-NT fibrosarcoma cells | 360,000 tested, 1.6% active | AID 686970 | HT-1080-NT fibrosarcoma viability, CellTiter-Glo ATP luminescence, 48 h | Potency, µM (highest dose often 46.1 µM), without a hit: at the highest dose activity, negative = less viability, actives largely listed as cytotoxic;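 note: NT is the 2HG producing partner of a matched IDH1 knockdown line; 0% = DMSO-treated cells and -100% = media-only wells without cells; nearly all actives have a fitted effect of over 55% in size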
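HT-1080-NT; 750 cells/well; 5% FBS RPMI; 48 h compound, 37 degrees C; CellTiter-Glo luminescence; curve fitting and curve-class assignment.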
GLP1R inv ag: inverse agonists of human GLP-1 receptor. Potency, µM (titrated, usually from 38.3 µM), for the others: at the highest dose activity change, negative = inhibition, most hits filed as inhibitors. P43220. HEK293 GLP-1R CRE-luciferase, luminescence, 24 h; GLP-1R form is constitutively active. 410,000 tested, 1.6% active; note: % is set by controls: 0 for no effect and ±100 for the full control effect; nearly all actives have a fitted effect of over 55% in size
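Luminescence readout: a drop in cAMP-driven luciferase signal flags inverse agonism at a constitutively active GLP-1R stably expressed in HEK293. Compound exposure lasted 24 hr at 37 deg C, 5% CO2.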
An asterisk follows results filed as active; ? = inconclusive; . = not tested or not shown; & = joins results of further samples; [ ] = dose if it differs, or a comment. Calls come from the whole dose curve; as a rule, active = well fitted curve in the direction sought with a large enough effect; inconclusive = small, poorly fitted or top-dose-only effect, or another doubt; inactive = no such curve, though single readings can be large; an effect the other way counts as inactive or inconclusive. Potency is the fitted concentration of half-maximal effect. Not a hit list; about 9.4% have a hit in one of these screens.

Screens in order – HEK293 tox | TDP43 rescue | KB-3-1 cytotox | KB-V1 MDR tox | SW480 rereplic | GLP1R ag | HT1080 IDH1KD tx | HT1080NT lethal | GLP1R inv ag
> Cc1ccccc1OCCC(=O)N1CCN(S(=O)(=O)c2ccc(Br)cc2)CC1
    -10% | ? | ? | ? | -1% | -1% | -13% | -11% | ?
> Cc1cccc(OCC(=O)Nc2ccc(S(=O)(=O)Nc3onc(C)c3C)cc2)c1C
    -16%&-1% | -35%&15%[inhibitor] | -7%&10% | 7%&-2% | -68%[inhibitor] | -1% | -17% | -7% | -14%&-2%
> CC(C)(C)OC(=O)C[C@@H]1C/C=C\C[C@@H](CC(=O)N[C@H](CO)Cc2ccccc2)C(=O)N2CCC[C@H]2COC1=O
    -34% | 11% | 25% | 12% | 7% | -3% | 1% | 0% | -21%
> CCC1(C)Cc2ccccc2-c2nc(NCCO)n(-c3ccccc3)c(=O)c21 (centres undefined)
    -1% | 4% | -3% | ? | 2% | 7% | 2% | 17% | -31%
> CCCS(=O)(=O)N1CC(=O)N(c2ccccc2C)C(C)(C(=O)NC2CCCCC2)C1 (centres undefined)
    -3% | -2% | -2% | 5% | . | . | . | . | 12%
> CCOC(=O)c1ccc(NC(=O)CCC2COc3ccccc3O2)cc1 (centres undefined)
    1% | 25% | 12% | -5% | -4% | 7% | -1% | -28% | ?
> O=C(NCC(c1cccs1)S(=O)(=O)c1cccs1)c1ccccc1F (centres undefined)
    0% | 11% | -16% | 7% | . | . | . | . | -9%
> C#CCOCCOCCOCCNc1nc(N2CCN(C(=O)C([C@@H](C)CC)n3cc(C(N)CC(C)C)nn3)CC2)nc(N2CCN(C(=O)[C@H](CCC(=O)O)n3cc(C(N)Cc4ccc(O)cc4)nn3)CC2)n1 (some centres undefined)
    4% | -11% | 26% | ? | -93%[inhibitor] | 0% | 1% | 5% | 18%
> COc1ccc2c(c1OC)C(=O)N(c1ccccc1)C2=O
    4% | -21% | 0% | 16% | 4% | 12% | 25% | 23% | 2%
> CC(C)C(=O)OCC(=O)Nc1ccc(N=Nc2ccccc2)cc1
    -26% | ? | 10% | -9% | -3% | -5% | 1% | 1% | -16%

An excerpt from above in order of SMILES length, ascending.
Screens in order – HEK293 tox | TDP43 rescue | KB-3-1 cytotox | KB-V1 MDR tox | SW480 rereplic | GLP1R ag | HT1080 IDH1KD tx | HT1080NT lethal | GLP1R inv ag
> Cc1ccccc1OCCC(=O)N1CCN(S(=O)(=O)c2ccc(Br)cc2)CC1
    -10% | ? | ? | ? | -1% | -1% | -13% | -11% | ?
> CCCS(=O)(=O)N1CC(=O)N(c2ccccc2C)C(C)(C(=O)NC2CCCCC2)C1 (centres undefined)
    -3% | -2% | -2% | 5% | . | . | . | . | 12%
> C#CCOCCOCCOCCNc1nc(N2CCN(C(=O)C([C@@H](C)CC)n3cc(C(N)CC(C)C)nn3)CC2)nc(N2CCN(C(=O)[C@H](CCC(=O)O)n3cc(C(N)Cc4ccc(O)cc4)nn3)CC2)n1 (some centres undefined)
    4% | -11% | 26% | ? | -93%[inhibitor] | 0% | 1% | 5% | 18%

(continued)
Screens in order – HEK293 tox | TDP43 rescue | KB-3-1 cytotox | KB-V1 MDR tox | SW480 rereplic | GLP1R ag | HT1080 IDH1KD tx | HT1080NT lethal | GLP1R inv ag
> CCCCNC(=O)c1cc2cc(OC)ccc2[nH]1
    0% | 4% | -18% | ? | -3% | 9% | -3% | -11% | 3%
> COc1cc2c(cc1OC)C(C)N(C(=O)c1cc3c(s1)-c1ccccc1OC3)CC2 (centres undefined)
    -1% | ? | ? | ? | 13% | 25% | ? | ? | -19%
> COc1ccc(F)cc1C(=O)C1CCCN(C(=O)C2=C(C)OCCO2)C1 (centres undefined)
    -19% | 23% | 0% | -8% | -17% | -5% | -2% | 0% | -14%
> Cc1ccc(OCC(=O)Nc2cc(-c3nn4c(C)nnc4s3)ccc2C)cc1
    3% | 18% | 18µM* | ? | -9% | -7% | 9% | 2% | 2%
> CCOc1ccc(S(=O)(=O)NC2CC2)cc1
    6% | -7% | -2% | 0% | -6%[9.22 µM] | 2% | 10% | 7% | 12%
> O=C(Nc1ccccc1[N+](=O)[O-])C1(c2ccccc2)CCOCC1
    -5%[7.66 µM] | 22% | 10% | ? | 0% | 6% | 1% | -1% | -21%[7.66 µM]
> Cc1cc(CNC(=O)COC(=O)Cn2[nH]c(=O)c3ccccc3c2=O)cc(C)c1O
    2% | 7% | 11% | -1% | -3% | -1% | -2% | -4% | 3%
> COc1ccc(N2CCN(C(=O)CSc3nnc4ncccn34)CC2)cc1
    -9% | -6% | 5% | 4% | -13% | -9% | 13% | 2% | -7%
> COc1cc(CCC(=O)OCC(=O)NCC2CCCCC2)cc(OC)c1OC
    2% | 12%[9.22 µM] | 12% | 9% | -4% | 6% | 4% | 1% | -6%
> Cc1ccc(-c2nnc(Nc3ccc(Cl)cc3)c3ccccc23)cc1S(=O)(=O)N1CCOCC1
    14% | 13% | -17% | 3% | . | . | . | . | ?
> COc1ccc(OC)c(NC(=O)CSc2nnc3ccc(-c4ccncc4)nn23)c1
    1% | -8% | 2% | 4% | -92% | 17% | 2% | 9% | 71%[activator]
> O=C(CC(c1cccs1)S(=O)(=O)c1ccccc1)c1ccc(F)cc1 (centres undefined)
    -6% | -9% | 0% | 5% | -26% | -1% | 29% | ? | 17%
> O=C(Cn1cc([N+](=O)[O-])cn1)Nc1cccnc1
    7% | 10% | -1% | 12% | 3% | 8% | 14% | 11% | 2%
> COc1ccc(NC(=O)C2CCCCN2N)cc1OCC(C)C (centres undefined)
    -9% | 9% | 2% | ? | 17% | 10% | -5% | -6% | -5%
> Cc1cc(=O)n(CCCc2ccccc2)[nH]1
    -23% | -10% | 9% | 7% | -9% | -4% | -2% | 19% | 13%
> CCC(=O)Nc1cccc(NC(=O)c2ccc(C)cc2Cl)c1
    -1%[7.66 µM] | 13% | -7% | ? | -3% | 0% | -11% | 0% | 4%[7.66 µM]
> O=C(c1ccc2c(c1)CCN2S(=O)(=O)c1ccc(Cl)cc1)N1CCN(c2ccc(F)cc2)CC1
    -9% | 11% | -23% | ? | . | . | . | . | ?
> Cc1ccc(OCCSc2nc3ccccc3n2CC(=O)N2CCOCC2)c(C)c1
    2% | 6% | -4% | -15% | . | . | . | . | -4%
> CN(C)S(=O)(=O)c1ccc(C(=O)NCc2nnc(SCC(=O)c3ccccc3)o2)cc1
    2% | 0% | . | . | -6% | 0% | 0% | -1% | 11%
> COc1cc(-c2nc3n(n2)C(c2ccncc2)C2=C(CCCC2=O)N3)cc(OC)c1OC (centres undefined)
    -8% | -17% | 24% | 3% | -2% | 10% | 1% | -2% | 84%[activator]

Just HEK293 tox and GLP1R inv ag (two entries from above):
structure	HEK293 tox	GLP1R inv ag
COc1ccc(NC(=O)C2CCCCN2N)cc1OCC(C)C (centres undefined)	-9%	-5%
O=C(Cn1cc([N+](=O)[O-])cn1)Nc1cccnc1	7%	2%

Going on with the list:
Screens in order – HEK293 tox | TDP43 rescue | KB-3-1 cytotox | KB-V1 MDR tox | SW480 rereplic | GLP1R ag | HT1080 IDH1KD tx | HT1080NT lethal | GLP1R inv ag
> COC(=O)c1ccccc1S(=O)(=O)N1CCC(C(=O)Nc2ccccc2N2CCOCC2)CC1
    0% | 2% | 10% | 17% | -10% | 8% | -2% | 5% | -6%
> Cc1ccc(S(=O)(=O)Nc2ccc(-c3nnc(SCc4ccccc4Cl)o3)cc2)cc1
    -19% | 10% | -10% | ? | 0% | -3% | -15% | -1% | ?
> O=C(NCCCOc1ccc([N+](=O)[O-])cc1Cl)OCc1ccccc1
    -12% | 16µM* | 19% | ? | -3% | 28% | 9% | 2% | -27%
> CCNC1(C(N)=O)CCN(Cc2ccccc2)CC1
    2% | -9% | -6% | -2% | -10% | 11% | 8% | -2% | 0%
> O=C(CCN1CCC(c2ccccc2)C1)c1cccs1 (centres undefined)
    -11% | -19% | 2% | 0% | -2% | 1% | 4µM* | ? | 7%
> COc1ccc(/C=C/C(=O)Nc2sc(C)c(C)c2C(=O)O)cc1
    -21% | -9% | -4% | ? | . | . | . | . | ?
> Cc1ccccc1NC(=O)COC(=O)/C=C/c1cccc(C(F)(F)F)c1
    -1% | -1% | 7% | 7% | -13% | -10% | 14% | 17% | 1%
> CC1(C(=O)NC2CCCCCCC2)CC1(Cl)Cl (centres undefined)
    3% | -6% | -12% | 9% | -2% | 1% | -9% | 4% | -6%
> CCOC(=O)c1[nH]cnc1C(=O)N1CCN(C(=O)OC(C)(C)C)CC1
    2% | 7% | -10% | -6% | -63%[inhibitor] | -2% | 2% | 17% | 17%
> Cn1cnc([N+](=O)[O-])c1Sc1nnc(-c2cccnc2)n1C
    ? | -14% | -7% | -10% | ? | 3% | -10% | -15% | ?
> COc1ccc(/C=C(\NC(=O)c2ccccc2)C(=O)NCC2CCCO2)cc1 (centres undefined)
    10% | 1% | 11% | -17% | -15% | 5% | 8% | -2% | 11%
> Cc1c(NC(=O)Nc2ccc(F)c(Cl)c2)c(=O)n(-c2ccccc2)n1C
    -2% | 5% | -1% | -11% | . | . | . | . | 10%
> Cc1ccc(SCCC(=O)Nc2ccc(OCc3ccccc3)cc2)cc1
    -16% | 6% | 1% | ? | 2% | -18% | -4% | -4% | -3%
> CCN(CC)CCCNC(=O)c1cn(C)c2ccc(S(=O)(=O)N(C)C3CCCCC3)cc2c1=O
    -3%&-21% | -12%&-8% | -1%&-8% | -7%&20% | 10% | 8% | -6% | 1% | -26%&-4%
